# Assay outcomes: PubChem BioAssay, Sanford-Burnham Center for Chemical Genomics
# SENP8 block-1 = blocks human SENP8 cleavage of Nedd8 substrate | Q96LD8 | recombinant SENP8, Nedd8 substrate fluorescence | inhibition, % at 20 µM | 360,000 compounds, 0.64% hits | AID 602440; in the data active means inhibition mostly above about 40%, no sharp cut-off; inactive means mostly below about 27%
# APOBEC3G inh = APOBEC3G (human) deaminase inhibition; Q9HC16; recombinant A3G, ssDNA deamination FAM/TAMRA fluorescence; inhibition, % at 20 µM; 330,000 compounds, 0.28% hits; AID 493012;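 active means inhibition of at least 40% at 20 µM, with no more than 30% in the related APOBEC3A deaminase screen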;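 further: plate controls were DMSO wells with A3G for no effect and wells lacking A3G enzyme for full effect; some compounds called inactive have numbers as strong as hits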
# Target sequence (Q9HC16 whole entry, looked up): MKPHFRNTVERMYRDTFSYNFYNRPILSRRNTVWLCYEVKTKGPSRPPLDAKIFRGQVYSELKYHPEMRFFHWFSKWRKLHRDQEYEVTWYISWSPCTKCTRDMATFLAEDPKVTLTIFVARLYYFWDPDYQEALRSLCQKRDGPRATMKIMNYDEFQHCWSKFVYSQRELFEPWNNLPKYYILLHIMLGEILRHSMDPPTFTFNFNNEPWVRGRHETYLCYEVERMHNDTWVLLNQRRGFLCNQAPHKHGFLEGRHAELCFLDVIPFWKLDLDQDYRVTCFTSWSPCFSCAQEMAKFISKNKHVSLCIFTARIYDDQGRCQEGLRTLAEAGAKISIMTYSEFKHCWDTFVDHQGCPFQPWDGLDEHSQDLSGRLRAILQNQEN
# SENP7 block = inhibitors of human SENP7 protease; 330,000 compounds, 1.5% hits; recombinant SENP7, Z-RLRGG-aminoluciferin luminescence, 40 min; AID 434973; Q9BQF6; inhibition, % at 5 µM;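 active means inhibition above about 50% at the single test dose, limit read from the data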;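 further: plate controls were DMSO with enzyme for no effect and no enzyme buffer wells for full effect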
# Target sequence (Q9BQF6 706-1050 limits assumed): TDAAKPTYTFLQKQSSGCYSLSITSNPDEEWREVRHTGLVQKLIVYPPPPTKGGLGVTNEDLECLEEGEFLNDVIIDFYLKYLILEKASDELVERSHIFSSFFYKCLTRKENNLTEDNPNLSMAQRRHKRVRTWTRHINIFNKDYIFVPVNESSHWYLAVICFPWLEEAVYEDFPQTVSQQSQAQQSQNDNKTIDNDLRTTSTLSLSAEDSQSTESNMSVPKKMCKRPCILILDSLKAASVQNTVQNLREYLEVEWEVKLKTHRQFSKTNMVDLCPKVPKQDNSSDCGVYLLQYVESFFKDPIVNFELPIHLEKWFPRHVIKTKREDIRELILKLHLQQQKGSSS
# UBC13 inh = inhibitors of human UBC13 polyubiquitin chain formation; TR-FRET; inhibition, % at 20 µM; 330,000 compounds, 0.47% hits; in the data active means inhibition above about 45%, passing the limit was not always enough; inconclusive means no clear call, values can overlap the other calls
# Target sequence (P61088 whole entry, looked up): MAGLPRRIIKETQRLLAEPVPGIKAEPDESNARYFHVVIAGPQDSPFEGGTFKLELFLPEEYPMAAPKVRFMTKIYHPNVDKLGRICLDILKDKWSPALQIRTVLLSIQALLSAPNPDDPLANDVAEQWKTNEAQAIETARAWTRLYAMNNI
# Apaf-1 inh = human Apaf-1 inhibition | AID 489030 | inhibition, % at 20 µM | reconstituted apoptosome caspase-3 activity, DEVD-Rh110 fluorescence | 330,000 compounds, 0.71% hits; active means inhibition of at least 40% at 20 µM;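 further: plate controls were DMSO wells for no effect and DEVD-CHO caspase inhibitor wells for full effect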
#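 detection = Rh110 fluorescence intensity | test system = biochemical Apaf-1 apoptosome reconstitution | also added = cytochrome c and DEVD-Rh110 substrate | schedule = 30 min plus 50 min, RT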
# SENP6 inh = SENP6 protease inhibition; inhibition, % at 10 µM; 330,000 compounds, 1.8% hits; AID 2599; Recombinant SENP6 catalytic domain, aminoluciferin luminescence; Q9GZR1;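 active means inhibition above about 50% at the single tested dose, limit read from the data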;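 further: plate controls were DMSO wells with enzyme for no effect and DMSO wells lacking enzyme for full effect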
# SENP1 inh = SENP1 (human) catalytic domain inhibition; recombinant SENP1 catalytic domain, CyPet-SUMO1-YPet FRET cleavage; inhibition, % at 10 µM; 360,000 compounds, 0.21% hits; AID 624204;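 active means inhibition at least 30% at 10 µM, raw YFP signal under a set limit, fluorescence ratio 0.5 to 1.5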;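 further: 0% = enzyme with DMSO and 100% = no enzyme wells; some results filed as inactive read as strong as hits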
#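 Material – human SENP1 catalytic domain · Input – SENP1 enzyme, 20 pM final · Compound dosing – single concentration of 10 µM compound, 0.5% DMSO final · Timing – enzyme reaction for 50 min at room temperature, dark · Measured by – FRET fluorescence in CFP and YFP emission channels · Control set – no-enzyme wells low, DMSO-plus-enzyme wells high control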
# SENP8 block-2 = SENP8 protease inhibition. AID 2540. Q96LD8. purified SENP8, Z-RLRGG-aminoluciferin cleavage, luminescence. 330,000 compounds, 1.2% hits. inhibition, % at 10 µM; in the data active means inhibition above about 50%
# An asterisk follows results filed as active; i = inactive; ? = inconclusive; . = not tested or not shown.
No.	compound	SENP8 block-1	APOBEC3G inh	SENP7 block	UBC13 inh	Apaf-1 inh	SENP6 inh	SENP1 inh	SENP8 block-2
1	Nc1nnc(SCc2ccccc2F)n1-c1ccccc1	16	-8	-6	-6	9	-21	0	-9
2	COC(=O)c1ccc(C#Cc2ccccc2)o1	-13	-8	5	7	-3	11	3	-11
3	Cn1cccc1-c1cc(C(=O)N/N=C/c2cccc(O)c2)[nH]n1	2	-4	-8	4	-2	-8	-3	-12
4	Cc1cccc(CSc2nncc(=O)[nH]2)c1	23	-1	1	-5	0	-2	2	7
5	N#Cc1c(NCCN)nc(-c2ccccc2)c2c1CCCC2	-404	-2	4	19	20	-4	-3	-4
6	COCCCn1c(-c2ccc(OC)cc2)nc2c1c(=O)[nH]c(=O)n2Cc1ccccc1	-303	-2	6	4	16	-14	-14	-7
7	O=S(=O)(/N=C(\Nc1ccc(F)cc1)C(F)(F)F)c1ccccc1	26	-7	-1	1	-1	3	1	4
8	CCOC(=O)CSc1ncnc2c1sc1nc(N3CCOCC3)c3c(c12)CCCC3	i	-3	6	10	17	-17	-1	-3
9	O=C(NCCc1ccccc1)C1CCCN(S(=O)(=O)c2cccc3nsnc23)C1 (stereo not drawn)	0	-5	-1	-7	7	-1	3	-1
10	COc1ccc(C(=O)Cn2c(=O)oc3ccc(C)cc32)cc1	8	-7	-1	-4	10	-11	2	-10
11	COC(=O)c1ccc(N2CCS(=O)(=O)CC2)cc1	11	-9	-4	2	-7	-14	2	-3
12	CSc1ccccc1NC(=O)c1ccncc1	0	-2	1	4	-6	7	0	3
13	O=S(=O)(c1ccc2ncn(O)c2c1)N1CCOCC1	8	-2	-6	-7	-5	-23	3	-6
14	CCn1c(C)c(P(=O)(N2CCOCC2)N2CCOCC2)c2ccccc21	4	-4	-8	-4	-1	-5	0	-8
15	O=C(N=NC(=O)c1ccco1)c1ccc2c(O)n(N3C(=O)c4ccccc4C3=O)c(O)c2c1	17	-2	6	-2	11	2	2	-8
16	Cc1cc(NC(=O)CSc2nnc(-c3c[nH]c4ccccc34)n2-c2ccc(F)cc2)no1	15	-3	4	-2	-14	-4	1	1
17	O=C(CNS(=O)(=O)c1ccc2ccccc2c1)OCC(=O)c1ccc(Br)s1	4	-7	-10	-20	10	0	1	-3
18	Cc1ccc(-c2noc(C3CCCN(C(=O)c4ccc(C(C)(C)C)cc4)C3)n2)o1 (stereo not drawn)	11	-3	-2	-2	28	-9	-2	-1
19	Cc1cc(-c2nnc3n2N=C(c2ccc(F)cc2)CS3)n[nH]1	6	-1	13	-2	-12	-19	2	-7
20	O=C(NCCc1c[nH]c2ccccc12)Nc1ccccc1	26	-12	-6	-5	9	-7	-1	-3
21	CCOC(=O)c1cc(C)sc1NC(=O)CSC1=NCCS1	3	-1	-5	0	4	-4	-1	-2
22	Cc1cccc(OCC(=O)Nc2ccccc2N2CCCCC2)c1C	6	13	4	-17	30	7	2	1
23	COc1ccc(OCc2ccc(C(=O)N3CCOCC3)cc2)cc1	14	-1	-11	0	9	-4	1	-13
24	COc1ccccc1NC1=C(Cl)C(=O)N(C2CCCCC2)C1=O	22	-3	0	-1	0	5	6	3
25	COc1ccccc1CNc1ccc(N2CCOCC2)c(C(=O)O)c1	-54	-5	0	-1	16	3	2	7
26	CC[C@H](C)[C@H]1O[C@]2(CC[C@@H]1C)C[C@@H]1C[C@@H](CC=C(C)[C@@H](O[C@H]3C[C@H](OC)[C@@H](O[C@H]4C[C@H](OC)[C@@H](O)[C@H](C)O4)[C@H](C)O3)[C@@H](C)C=CC=C3CO[C@@H]4[C@H](O)C(C)=C[C@@H](C(=O)O1)[C@]34O)O2	-126	-5	-5	-14	31	-12	-29	-7
27	Cc1ccc(CN2CCN(/N=C/c3cc(Br)ccc3O)CC2)cc1	10	-7	3	1	9	-18	0	-12
28	COc1ccc(OC)c(NC(=O)c2nnn(CC(=O)Nc3ccc4c(c3)OCO4)c2N)c1	-8	-7	-6	-10	0	-10	-3	3
29	O=C(NC1CCCCCCC1)c1ccc(Br)o1	9	-4	5	6	3	-10	-2	-4
30	C/C(=N\Nc1nc(-c2cc(C)ccc2C)cs1)c1cc2ccccc2oc1=O	-15	-6	-5	-24	22	-6	-5	4
31	COc1ccc(-n2cc(CN[C@H]3CCCCNC3=O)c(-c3cccc(F)c3)n2)cc1	-52	-3	5	8	-10	-5	1	-5
32	COc1ccc(CC2S/C(=C(\C#N)C(=O)NCc3ccco3)N(c3ccc(C)cc3)C2=O)cc1 (stereo not drawn)	-4	-10	-3	-2	12	-19	2	-4
33	CC(C)NC(=O)N1CCC(n2nccc2NC(=O)CCOc2ccccc2)CC1	-1	-7	-1	0	-2	24	1	7
34	C=C/C(C)=C/C[C@H]1C(=C)CCC2[C@](C)(C(=O)O)CCC[C@@]21C (stereo partly drawn)	34	32	8	-39	8	6	1	15
35	O=C(CSCc1c(Cl)cccc1Cl)Nc1cccnc1	4	-2	-1	-5	-2	-14	-1	16
36	Cc1cccc(OCCC(=O)NNC(=O)c2ccoc2C)c1	-4	-8	-16	-2	5	4	-2	-8
37	O=C1CSC(c2ccccc2)N1CC12CC3CC(CC(O)(C3)C1)C2 (stereo not drawn)	15	3	5	7	-2	-8	3	3
38	COC(=O)c1cc(Nc2cc(C)nc3ncnn23)cc(C(=O)OC)c1	-16	-10	-8	-3	8	-7	2	-13
39	NNC(=O)c1cc2c(s1)CCCCCC2	22	3	13	-1	17	-6	0	3
40	Cc1[nH]c(C)c(S(=O)(=O)N(C)Cc2ccccc2)c1C(=O)N1CCCC1	-38	0	11	-6	2	4	0	-12

# Full records from above:
# Profile of O=C(NCCc1ccccc1)C1CCCN(S(=O)(=O)c2cccc3nsnc23)C1 (stereo not drawn) → SENP8 block-1 = 0; APOBEC3G inh = -5; SENP7 block = -1; UBC13 inh = -7; Apaf-1 inh = 7; SENP6 inh = -1; SENP1 inh = 3; SENP8 block-2 = -1
# Profile of O=S(=O)(c1ccc2ncn(O)c2c1)N1CCOCC1 → SENP8 block-1 = 8; APOBEC3G inh = -2; SENP7 block = -6; UBC13 inh = -7; Apaf-1 inh = -5; SENP6 inh = -23; SENP1 inh = 3; SENP8 block-2 = -6

# Next section:
No.	compound	SENP8 block-1	APOBEC3G inh	SENP7 block	UBC13 inh	Apaf-1 inh	SENP6 inh	SENP1 inh	SENP8 block-2
41	CCOc1ccc(S(=O)(=O)NNC(=O)c2cc3ccccc3o2)cc1	20	-6	4	13	-1	-1	1	3
42	COc1ccc(-c2nc(NC(C)=O)sc2-c2ccccc2)cc1	-83	1	4	0	14	-12	-8	-7
43	COCC(C)NC(=O)/C=C/c1ccc(OC)cc1 (stereo not drawn)	10	0	-9	?	-2	-39	0	-18
44	Cc1cc(NC(=O)NC(=O)c2ccccc2)no1	7	-7	2	6	-13	2	1	-17
45	CCOC(=O)/C(C#N)=C/c1cc(C)n(-c2ccc(C)cc2)c1C	-86	-4	1	16	13	24	-6	8
46	Cc1oc(-c2ccccc2)nc1CS(=O)CC(=O)O (stereo not drawn)	8	-6	2	2	-4	-8	4	4
47	Cc1ccc(COc2ccc(/C=N/NC(=O)CN3CCCCC3)cc2)cc1	13	-7	7	14	8	5	2	5
48	CC(C)(CNC(=O)CCC1CCCC1)CNC(=O)CCC1CCCC1	8	-4	1	0	4	-2	1	-1
49	Cc1ccccc1Cn1cc(NC(=O)CSc2nc3c(c(C(F)(F)F)n2)CCc2ccccc2-3)cn1	6	-5	-4	-2	-1	3	2	-3
50	COc1ccc([N+](=O)[O-])cc1NC1C2CC3CC(C2)CC1C3 (stereo not drawn)	15	-1	-8	2	i	0	3	1
51	COc1ccc(NC(=O)CSc2nnc(C3CC3)n2C)cc1S(=O)(=O)N1CCOCC1	7	-6	-9	-4	13	-14	2	-15
52	CC(C)NC(=O)c1nn2c(C(F)(F)F)cc(-c3ccco3)nc2c1Cl	-51	-8	2	14	-7	-19	-10	-2
53	O=C1CC(NCc2cccs2)C(=O)N1c1ccc(Cl)cc1 (stereo not drawn)	13	-3	2	4	6	-4	1	-1
54	Cc1nn(-c2ccccc2Cl)c2sc(C(=O)Nc3nnc(C4CC4)s3)cc12	-282	-4	-7	9	-13	-5	1	0
55	Cc1ccc(N/N=C2/CCCNC2=O)cc1	29	0	19	-5	-1	5	1	-8
56	O=C(CCNS(=O)(=O)c1ccc(OC(F)(F)F)cc1)N1CCCC1	-3	-10	-6	-2	2	-9	0	-7
57	CC1=C(C(=O)OCc2ccccc2)C(/C=C/c2ccccc2)N2C(=O)CCSC2=N1 (stereo not drawn)	26	-7	-1	-17	9	-7	-3	-4
58	O=C(OCC(=O)N1CCN(C(=O)c2ccco2)CC1)c1cncc(Br)c1	-8	-1	6	0	-6	6	1	10
59	CCOc1cc(N2CCOCC2)c(OCC)cc1NC(=O)CN1C(=O)C2CC=CCC2C1=O (stereo not drawn)	18	-5	-2	14	-13	4	2	-2
60	COc1ccc(NC(=O)NC[C@@H]2CC[C@@H](Cc3ccc(-c4ccccc4)cc3)O2)cc1	15	-1	-2	.	34	.	3	.
61	CCOC(=O)CSc1nc(C)c(Oc2ccc(Cl)cc2Cl)c(=O)[nH]1	-3	-4	0	6	6	8	-1	-4
62	COc1cc2c(cc1OC)C1Cc3ccc(OC)c(OC)c3C[N+]1([O-])CC2 (stereo not drawn)	6	-1	-7	-8	0	-5	0	5
63	Cc1nnc(NC(=O)CCNC(=O)c2ccccc2Cl)s1	8	3	6	7	-3	-10	-1	-1
64	O=C(Cn1[nH]c(=O)c2ccccc2c1=O)OCC(=O)c1ccccc1	-1	-6	-3	18	-6	-3	1	4
65	CSCC[C@H](NC(=O)NCCc1ccc(F)cc1)C(=O)O	16	-6	-8	3	-11	-33	0	-7
66	CCOC(=O)C1CCCN(CC(=O)NC2CC2)C1 (stereo not drawn)	5	-6	7	5	-20	3	4	-6
67	Cc1nnc(SCC(=O)N2c3ccccc3C(C)(c3ccc(Cl)cc3)CC2(C)C)s1 (stereo not drawn)	8	-5	4	1	16	2	-2	-2
68	COc1ccccc1N1CCN(c2ccc([N+](=O)[O-])nc2)CC1	18	-3	-3	-15	-13	-6	1	3
69	Cc1ccccc1C1CC(=O)NC2=C1C(=O)CCC2 (stereo not drawn)	-35	-8	-10	8	4	-2	-12	3
70	CSCC[C@H](NC(=O)OC(C)(C)C)c1nnc(SCC(=O)Nc2ccc(C)cc2C)o1	16	-5	15	-3	-2	-14	0	-9
71	COc1c(N2CCN(C(=S)NC3CC4CCC3C4)C(C)C2)c(F)cc2c(=O)c(C(=O)O)cn(C3CC3)c12 (stereo not drawn)	-364	-5	-6	8	1	-8	0	13
72	CN1CCN(c2nc(Nc3cccc(C(F)(F)F)c3)nc(N3CCOCC3)n2)CC1	2	-3	-1	14	12	-18	2	-10
73	COc1cccc(CN2CCNC(=O)C2CC(=O)N(C)CCc2ccccn2)c1 (stereo not drawn)	-2	2	7	-6	8	2	-2	0
74	COc1ccc(CNc2nccs2)cc1OC	11	2	4	4	-18	4	0	2
75	C=C1CCN([C@@H](CC(C)C)C(=O)NCc2ccc(Cl)cc2)S(=O)(=O)c2ccccc21	15	-8	7	7	14	-8	1	-11
76	CCN(CC(=O)Nc1ccc(OC)cc1)C(=O)Cc1cccs1	5	-1	6	-10	7	3	-1	-3
77	COCC(=O)Nc1nnc(SCC(=O)N2CCCCC2)s1	4	-8	-1	1	-4	9	1	-1
78	COc1ccccc1N1CCN(C2CCN(C(=O)c3ccc(F)cc3)CC2)CC1	6	-6	6	1	1	2	2	8
79	Cc1c(N(C)C(=O)c2ccccc2F)c(=O)n(-c2ccccc2)n1C	24	2	0	2	7	5	1	-2
80	CCSc1nnc(-c2ccccc2NC(C)=O)c(=O)[nH]1	-2	-3	3	7	0	2	1	3
81	COc1ccc(F)cc1C(=O)C1CCCN(Cc2ccc(Sc3nncn3C)o2)C1 (stereo not drawn)	-13	2	-1	-15	5	-5	-2	-5
